Bioassay records deposited in PubChem BioAssay by The Scripps Research Institute Molecular Screening Center.
MITF inh – MITF inhibitors, primary screen, biochemical, AlphaScreen, human; inhibition, % at 2.6 µM; 650,000 compounds, 0.91% hits; Microphthalmia-associated transcription factor (Homo sapiens), O75030; AlphaScreen MITF homodimerization, bead proximity signal; in the data active = inhibition above about 50%;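 note: 0% = vehicle wells with protein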
Target sequence (O75030 whole entry, looked up): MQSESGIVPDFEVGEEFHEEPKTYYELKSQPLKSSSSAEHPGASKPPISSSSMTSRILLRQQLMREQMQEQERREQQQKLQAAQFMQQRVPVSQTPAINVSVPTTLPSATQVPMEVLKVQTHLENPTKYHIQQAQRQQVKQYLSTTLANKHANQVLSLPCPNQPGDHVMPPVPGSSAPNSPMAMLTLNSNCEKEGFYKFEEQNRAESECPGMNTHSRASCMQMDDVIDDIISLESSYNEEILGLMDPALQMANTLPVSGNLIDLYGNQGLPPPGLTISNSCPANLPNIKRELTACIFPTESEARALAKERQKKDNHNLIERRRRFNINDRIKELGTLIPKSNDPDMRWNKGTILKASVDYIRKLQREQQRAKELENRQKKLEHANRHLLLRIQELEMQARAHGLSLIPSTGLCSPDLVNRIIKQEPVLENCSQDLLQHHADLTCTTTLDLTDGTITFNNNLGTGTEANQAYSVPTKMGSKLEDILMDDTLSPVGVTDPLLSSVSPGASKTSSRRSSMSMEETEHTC
FBW7 activator – FBW7 E3 ligase activators, primary screen, biochemical, AlphaScreen, human. 650,000 compounds, 0.13% hits. AID 1259310, 2017. normalized activity (activation), % at 26.1 µM. AlphaScreen FBW7–phospho-cyclin E peptide binding, activator screen. F-box/WD repeat-containing protein 7 (Homo sapiens), Q969H0; in the data active = normalized activity above about 1.9%;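 note: purified mutant Fbw7 with reduced substrate affinity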
GPR151 ag – activators of human GPR151, primary screen, cell-based, PathHunter beta-arrestin, luminescence | 650,000 compounds, 1% hits | AID 1508602, 2020 | activation, % at 11.2 µM | G-protein coupled receptor 151 (Homo sapiens), Q8TDV0 | PathHunter beta-arrestin GPR151 cells; in the data active = activation above about 4.9%;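 note: 0% = median of compound wells and 100% = cells with positive control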
Target sequence (Q8TDV0 whole entry, looked up): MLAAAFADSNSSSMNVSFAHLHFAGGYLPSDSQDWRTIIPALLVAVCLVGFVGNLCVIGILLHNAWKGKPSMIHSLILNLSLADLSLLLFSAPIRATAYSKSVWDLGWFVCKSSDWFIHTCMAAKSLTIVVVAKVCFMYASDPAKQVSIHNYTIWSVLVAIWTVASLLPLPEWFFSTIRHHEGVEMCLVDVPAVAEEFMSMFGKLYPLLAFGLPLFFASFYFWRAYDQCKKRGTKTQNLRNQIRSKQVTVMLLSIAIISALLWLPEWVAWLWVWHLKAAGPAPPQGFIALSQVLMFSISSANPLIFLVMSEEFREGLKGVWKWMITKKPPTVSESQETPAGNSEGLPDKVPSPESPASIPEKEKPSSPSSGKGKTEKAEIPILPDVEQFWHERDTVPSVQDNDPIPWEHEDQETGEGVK
TEAD-YAP block – TEAD-YAP interaction inhibition, primary screen, TEAD-YAP interaction inhibitor project, luminescence, HEK-TIYL cells; TEAD-Gal4/YAP UAS-luciferase luminescence; inhibition, % at 9.12 µM; 640,000 compounds, 1.4% hits; in the data active = inhibition above about 32%;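 note: 0% = median of test compound wells and 100% = reference inhibitor wells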
* = called active by the depositor; nt = no result given; & = joins results of further samples.

canonical_smiles	FBW7 activator	GPR151 ag	MITF inh	TEAD-YAP block
O=P(O)(O)O[C@@H]1C(O)[C@@H](OP(=O)(O)O)[C@@H](O)C(O)[C@H]1O (stereo partly drawn)	nt	-2.9	9	nt
Cn1cc(I)c(C(=O)NNC(=O)COc2ccc3c(c2)OCO3)n1	0.1	-1.4	-3	-13
C=CCn1c(O)c(C=NCCCC)c(=O)[nH]c1=S	0.1	0.2	19	-3
COc1ccc(/C=C(/NC(=O)c2ccc(Cl)cc2)C(=O)Nc2cccc([N+](=O)[O-])c2)cc1OC	0.0	-0.2	20	6
Cc1c(Cl)cccc1N(CC(=O)Nc1ccc(C(C)C)cc1)S(C)(=O)=O	0.3	0.3	-7	5
COCC(C)NS(=O)(=O)c1c(C)cc(C)cc1C (stereo not drawn)	0.0	2.0	18	-1
Cc1ccccc1C(=O)N(Cc1ccc(F)cc1)C1CCS(=O)(=O)C1 (stereo not drawn)	0.1	1.9	-2	-1
Cc1nn2c3c(cnc2c1-c1ccccc1)C(=O)CC(c1ccco1)C3 (stereo not drawn)	-0.1	1.3	-5	-13
CCCCCCCc1c(C)nc(N2CCOCC2)[nH]c1=O	0.0	-0.1	15	10
COc1ccc(-n2nc3c(c2NC(=O)c2cc(Br)ccc2Cl)CS(=O)(=O)C3)cc1	-0.1	-0.5	-3	2
COc1ccccc1-c1noc(CCC(=O)Nc2ccccc2C)n1	-0.1	1.2	-1	0
O=S(=O)(Nc1ccccc1CO)c1ccccc1	0.0	0.4	-1	11
COc1ccccc1NC(=O)Nc1ccnn1C1CCN(C(=O)NC(C)C)CC1	0.2	0.6	5	5
CCOC(=O)c1ccc(NC(=O)C2CC(=O)N(c3ccc(F)cc3)C2)cc1 (stereo not drawn)	0.9	1.8	6	4
Fc1ccc(-c2cnn3c(NCc4ccco4)ccnc23)cc1	0.5	-0.6	11	-34

Single records, from the list above:
O=S(=O)(Nc1ccccc1CO)c1ccccc1 is listed as FBW7 activator = 0.0; GPR151 ag = 0.4; MITF inh = -1; TEAD-YAP block = 11
Cc1nn2c3c(cnc2c1-c1ccccc1)C(=O)CC(c1ccco1)C3 (stereo not drawn) is listed as FBW7 activator = -0.1; GPR151 ag = 1.3; MITF inh = -5; TEAD-YAP block = -13

Continued:
canonical_smiles	FBW7 activator	GPR151 ag	MITF inh	TEAD-YAP block
COc1ccc(CCN(C)C2CC(=O)N(c3ccc(OC(F)(F)F)cc3)C2=O)cc1OC (stereo not drawn)	0.5	1.8	-20	-8
COC(=O)c1ccc(COc2cc(C)cc3oc(=O)cc(-c4ccccc4)c23)cc1	0.0	2.8	-6	7
O=C(Nc1cnn(C23CC4CC(CC(C4)C2)C3)c1)c1cnn2cccnc12	-0.1	0.1	4	58*
COc1cccc(-c2nc(CCl)cs2)c1OC	-0.1	0.7	5	-2
O=C1C2C3CCC(O3)C2C(=O)N1c1ccc(Cl)cc1 (stereo not drawn)	-0.1	0.2	14	4
Cc1ccc(C2CC(=O)C(C=NCc3ccccc3)=C(O)C2)cc1 (stereo not drawn)	0.9	1.1	4	-19
O=c1cc(CSc2nc3ccccc3o2)[nH]c(=S)[nH]1	-0.1	0.3	2	-2
Cn1ncc2c(NCc3ccccn3)ncnc21	0.0	0.1	-7	-12
COC(=O)Nc1ccc(Oc2ccccc2)cc1	0.1	0.6	-2	-11
O=C(NC(=S)Nc1ccccc1O)c1cncc(Br)c1	-0.2	0.3	-12	-13
Cc1ccc(NC(=O)Nc2ccccc2)cc1F	-0.1	-1.6	-3	-65
O=C(c1ccc(N2C(=O)C3C4CCC(C4)C3C2=O)cc1)N1CCCCCC1 (stereo not drawn)	0.0	2.4	-3	-5
CC1CCc2c(sc(NC(=O)/C=C/c3ccccc3)c2C(N)=O)C1 (stereo not drawn)	0.1	-0.6	-1	-4
O=C1OC(/C=C/c2ccccc2)=NC/1=C/c1cccc(F)c1	0.0	-0.5	-4	0
COc1ccccc1Cc1noc(-c2ccc(I)cc2)n1	-0.1	-1.0	-26	-9
C[C@@H](O)[C@@H]1NC(=O)[C@@H]2C[C@H](NC(=O)c3ccc(C(F)(F)F)cc3)CN2C1=O	1.1	-0.1	9	10
O=C(NCc1ccco1)C1CCC(Cn2c(SCc3ccc([N+](=O)[O-])cc3)nc3ccccc3c2=O)CC1 (stereo not drawn)	-0.1	-1.0	4	2
FC(F)(F)c1cc(-c2ccc3ccccc3c2)no1	0.0	-0.5	-8	-8
C/C(=C\C(=O)c1ccc(C)cc1)Nc1ccc(C(=O)O)cc1	0.0	1.7	7	-9
COc1cc(/C=C2/SC(=Nc3ccccc3)NC2=O)cc(OC)c1OC	-0.2	-0.9	3	-2
C=CCc1ccc(O)c(OC)c1	-0.2&-0.1	0.4&0.9	7&6	-2&-13
O=C(O)CCC(=O)N1N=C(c2ccc(Br)cc2)CC1/C=C/c1ccccc1 (stereo not drawn)	-0.4	-0.8	5	-8
COC(=O)c1ccc(NC(=O)CCCc2ccccc2)cc1	-0.2	-1.1	-5	-34
O=c1[nH]cnc2nc(N3CCOCC3)[nH]c12	-0.1	0.4	3	0
COC(=O)c1ccc(NC(=O)[C@H]2CC=CC[C@H]2C(=O)O)cc1	0.1	0.6	3	0
CCN1CCN(C(CNC(=O)C(=O)NCc2ccccc2)c2cccnc2)CC1 (stereo not drawn)	0.1	1.3	13	3
COc1cc(OC)c(N(C)C(=O)Cn2c(=O)oc3ccccc32)cc1Cl	0.1	0.3	-1	-10
C=CCNC1CCN(c2ccc(C(=O)N3CCCC(O)C3)cc2)CC1 (stereo not drawn)	-0.1	0.8	7	2
Nc1cc(C(=O)Nc2ccc3c(c2)OCCO3)ccc1N1CC2CC(C1)c1cccc(=O)n1C2 (stereo not drawn)	0.0	-0.7	-7	-1
COc1cc(/C=N\NC(=O)c2c(C)nc3ccc(Cl)cn23)cc(OC)c1OC	-0.1	0.2	5	5
CC(=O)c1cccc(-c2cnn3ccc(NCc4cccnc4)nc23)c1	0.8	-0.8	7	5
O=C(NCCOc1ccccc1)c1ccnc(Nc2nccc3ccccc23)c1	-0.2	-1.4	-2	4
CCCc1nn(CC(=O)N(C)C)c(=O)c2cc3ccsc3n12	3.4*	0.3	16	2
O=c1[nH]c(-c2ccco2)nc2sc3c(c12)CCCC3	0.1	-0.9	81*	-28
O=C(/C=C/Nc1ccc([N+](=O)[O-])cc1)c1ccccc1	-0.2	-1.8	-7	-61
CCCCOC(=O)c1ccc(NC(=O)c2cccc(Cl)c2)cc1	0.1	-1.4	-20	0
CCOc1ccc(S(=O)(=O)NCCC(=O)OCC(=O)c2c[nH]c3ccccc23)cc1	-0.1	-2.0	-1	-1
COc1ccc(C(=O)COc2ccccc2)c(OC)c1	-0.1	-0.6	-3	-23
O=C(C1CC1)N(CCc1ccccc1)Cc1nc2ccccc2c(=O)[nH]1	0.1	-0.3	4	-2
N#Cc1c(-c2ccccc2)nc(=S)n(-c2ccccc2)c1N	0.2	-1.6	26	-3
N#Cc1ccccc1S(=O)(=O)Nc1cccc(C(F)(F)F)c1	-0.1	0.7	4	-3
NC(=O)CSc1nc2ccccc2n1CC(=O)N1CCc2ccccc21	-0.2	0.4	9	1
CCOc1ccc(C(CC(=O)O)NC(=O)c2ccc([N+](=O)[O-])cc2)cc1OC (stereo not drawn)	0.0	-0.8	-18	-2
COC(=O)c1cc(C(=O)NCc2ccccn2)cc([N+](=O)[O-])c1	-0.1	-0.2	3	1
Cc1ccc(-n2c(C)c(C(=O)c3ccccc3)c3cc(O)ccc32)cc1C	0.8	1.5	10	-5

A draw from above in order of SMILES length, falling:
canonical_smiles	FBW7 activator	GPR151 ag	MITF inh	TEAD-YAP block
COc1ccc(/C=C(/NC(=O)c2ccc(Cl)cc2)C(=O)Nc2cccc([N+](=O)[O-])c2)cc1OC	0.0	-0.2	20	6
COc1cc(OC)c(N(C)C(=O)Cn2c(=O)oc3ccccc32)cc1Cl	0.1	0.3	-1	-10
O=c1cc(CSc2nc3ccccc3o2)[nH]c(=S)[nH]1	-0.1	0.3	2	-2
O=C(NC(=S)Nc1ccccc1O)c1cncc(Br)c1	-0.2	0.3	-12	-13

Carrying on:
canonical_smiles	FBW7 activator	GPR151 ag	MITF inh	TEAD-YAP block
Cc1ccc(CNC(=O)C(=O)NCC(C)O)cc1 (stereo not drawn)	0.0	0.1	-13	-16
Cc1nc2c(c(=N)o1)c1nc3ccccc3nc1n2Cc1ccccc1	0.3	1.9	3	-1
COc1ccc(C2NCCc3c2[nH]c2ccccc32)cc1OC (stereo not drawn)	0.1	0.0	7	8
CCC(Oc1ccccc1)C(=O)Nc1ccccc1C(N)=O (stereo not drawn)	0.0	-1.1	8	6
CC(=O)N=C1SC2CS(=O)(=O)CC2N1Cc1ccc(Cl)cc1 (stereo not drawn)	1.0	-0.6	11	-1
COc1ccc(/C=C2\N=C(C)OC2=O)c(OC)c1	0.0	0.1	0	2
Cc1ncc(CO)c2cc(C(=O)O)c(=O)oc12	0.6	-1.5	20	0
COc1ccc(C2(CCNCc3ccccc3)CCOC(C)(C)C2)cc1 (stereo not drawn)	-0.1	-0.1	-3	-8
CCc1ccc(NC(=O)c2c(Cl)ccc(Cl)c2OC)cc1	-0.1	0.2	25	0
S=C(Nc1ccc(Br)cc1Cl)NN1CCOCC1	-0.1	-0.2	17	-5
Cc1ccc(CNc2ncnc3sc(C(=O)N4CCC(CO)CC4)c(C)c23)o1	0.0	-0.4	21	3
COCCN(CCOC)S(=O)(=O)c1ccc(C(=O)Nc2nc3c(s2)CCCC3)cc1	-0.1	0.9	11	-4
O=C(Nc1c2c(nn1-c1ccc(F)cc1)CS(=O)C2)C1CC1 (stereo not drawn)	0.1	-0.6	7	12
Oc1ccc(-c2nc3nc[nH]n3c2Nc2ccccc2)cc1	0.0	0.5	4	5
CCOc1ccccc1N(CCCN1C(=O)c2cccc3cccc(c23)C1=O)C(=O)c1cccs1	0.0	-0.4	5	3

2 entries drawn at random from the list so far:
canonical_smiles	FBW7 activator	GPR151 ag	MITF inh	TEAD-YAP block
S=C(Nc1ccc(Br)cc1Cl)NN1CCOCC1	-0.1	-0.2	17	-5
COCCN(CCOC)S(=O)(=O)c1ccc(C(=O)Nc2nc3c(s2)CCCC3)cc1	-0.1	0.9	11	-4

More results follow.
canonical_smiles	FBW7 activator	GPR151 ag	MITF inh	TEAD-YAP block
CCC(=O)Nc1ccc2nc(SCC(=O)N3CCCCC3)sc2c1	-0.1	0.3	-4	-10
CSc1ccc(/C=N/NC(=O)Cc2ccc(Cl)cc2)cc1	0.4	-0.1	11	0
CCOC(=O)c1c(C)[nH]c(C)c1C(=O)COC(=O)CSCc1c(C)noc1C	-0.1	-0.8	-2	5
COCCCN1C(=O)C(=O)/C(=C(/O)c2ccc(OC)cc2)C12C(=O)N(C)c1ccccc12 (stereo not drawn)	0.0	0.3	11	5
Cc1c(NC(=O)COc2ccc(C(C)(C)C)cc2)cccc1C(=O)O	-0.1	0.9	-12	-67
O=C(c1ccc(S(=O)(=O)c2ccc(F)cc2)c([N+](=O)[O-])c1)N1CCN(c2ccc(F)cc2)CC1	-0.1	0.5	1	-8
CCN(CC)c1ccc(/C=C2\SC(=S)N(C)C2=O)cc1	0.1	0.1	-2	9
O=C(Nn1cnc2ccccc2c1=O)c1ccccc1Cl	0.6	-0.5	15	-23
COCCn1nnnc1C(c1cc2ccc(OC)cc2[nH]c1=O)N1CCCCCC1 (stereo not drawn)	0.1	0.9	1	1
CCOc1ccc(S(=O)(=O)N2CCN(C)CC2)c(C)c1C	0.1	2.3	4	-3
COc1ccc(S(=O)(=O)N(C)Cc2ccccc2)cc1	0.3	2.7	2	-8
CCCCN(CC)C(=O)CSc1nc2n[nH]c(C)c2c(=N)n1-c1ccc(OCC)cc1	-0.1	0.9	0	-3
Cc1ccc(-c2nc3cccnc3s2)cc1NC(=O)C(F)(F)F	0.0	-1.2	1	32*
N#Cc1c(/N=c2\oc3ccccc3cc2C(N)=O)sc2c1CCCC2	-0.2	0.7	-8	15
COc1ccc(CC(NC(C)=O)C(=O)NC2CCN(c3ncccc3[N+](=O)[O-])CC2)cc1 (stereo not drawn)	0.3	-0.6	14	11
O=C(CSc1nc2cc(C(=O)NCC3CCCO3)ccc2c(=O)n1CC1CCCO1)NCc1ccco1 (stereo not drawn)	0.1	-1.4	17	14
Cc1noc(C)c1COc1ccc(C(=O)OCC(=O)Nc2ccc(C#N)cc2)cc1	-0.2	-0.3	-2	-4
O=C1CCCC/C1=C/Nc1ccc(Br)cc1F	0.7	-0.6	-18	1
CCOc1ccccc1NC(=O)c1cn(-c2ccc(C)c(C)c2)c(=O)c2ccccc12	0.4	-1.4	13	4
O=C1C(=O)N(Cc2ccc(Cc3ccc(CN4C(=O)C(=O)c5ccccc54)cc3)cc2)c2ccccc21	0.1	1.5	-1	5
CC(=O)OC1=C(C(=O)c2ccccc2)C(c2ccccc2)N(c2ccccn2)C1=O (stereo not drawn)	0.2	4.0	9	4
O=C(O)c1ccc(N2C(=O)Nc3ccccc3N2O)cc1O	-0.1	-0.6	12	12
